Source: PubChem BioAssay
GAA glycogen mod: GAA glycogen-cleavage inhibition or activation; P10253; recombinant GAA, glycogen substrate, Amplex Red glucose oxidase fluorescence; Potency, µM (titrated, usually from 76.4 µM), for inactives: at the highest dose activity change, negative = inhibition, actives largely listed as inhibitors; actives 0.38% (n = 300,000); AID 2100; active means well fitted inhibition curve with a large enough effect; inconclusive means small, poorly fitted or top-dose-only effect, or another doubt; inactive means no such curve, though single readings can be large or run the other way;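 further: 0% = full enzyme reaction and -100% = no-enzyme basal signal; the screen sought inhibitors and activators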
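Recombinant enzyme (4 nM final) with compounds titrated up to 77 uM and bovine liver glycogen (30 ug) in citrate pH 5.0, 0.01% Tween-20, 37 C 40 min. Released glucose detected by Amplex Red/glucose oxidase (Ex 573/Em 610); AC50 from Hill fits.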
* = called active by the depositor; ? = inconclusive; [ ] = dose if it differs, or a comment. Potency means the concentration at half of the fitted maximal effect.

SMILES	GAA glycogen mod
CCOc1ccc(NC(=O)Cn2cc(C(=O)c3ccccc3)c(=O)c3cc4c(cc32)OCCO4)cc1	7%[76.3 µM]
COc1ccc(N2CCN(C(=O)c3cc4c(s3)-c3c(C)cccc3OC4)CC2)cc1	14%[76.3 µM]
COc1ccc(NC(C)=O)cc1NS(=O)(=O)c1cn(C)c(=O)n(C)c1=O	-7%[76.3 µM]
CN(C)c1ccc(NC(=O)C2C3C=CC(C3)C2C(=O)O)cc1 (stereo not given)	0%
CCc1cc(=O)oc2c(C)c(OCC(=O)Nc3ccc(S(=O)(=O)N(CC)CC)cc3)ccc12	9%[76.3 µM]
COc1ccc(CNCC(O)(c2ccc(F)cc2)c2ccc(F)cc2)cc1OC	3%
CC(=O)c1cccc(N(CC(=O)NC2CCCC2)C(=O)c2csnn2)c1	0%
COc1ccc(CCN(C)C(=S)Nc2ccc(SC(F)F)cc2)cc1OC	3%
CCn1cc(S(=O)(=O)NC2CCCCC2)cn1	-5%[76.3 µM]
COc1ccc(Nc2cc(C(=O)NCCc3ccc(C)cc3)c3ccccc3n2)c(OC)c1	20%[76.3 µM]
CCOc1ccccc1NC(=O)CN1CCC(C(=O)c2ccc(OC)cc2)CC1	2%
CCOc1ccc(NC(=O)c2cn(C)c(=O)c3cc(OC)c(OC)cc23)cc1	-5%[76.3 µM]
CC(=O)N1CCSc2ccc(S(=O)(=O)NCCc3ccc(C)cc3)cc21	-6%[76.3 µM]
Cc1ccnc(NCc2c(O)ccc3ccccc23)c1	-4%[76.3 µM]
Cn1c(SCC(=O)c2ccc(O)c(O)c2)nnc1-c1ccccc1	1.8µM*
CCOC(=O)c1c(NC(C)=O)c2c3c(sc2n1Cc1nc(-c2cccc(Cl)c2)oc1C)CCCC3	9%[76.3 µM]
Cc1ccc(-n2nc3c(c2NC(=O)c2cc4ccccc4o2)CS(=O)(=O)C3)cc1	-3%[76.3 µM]
COc1ccc(C(=O)NCCc2nc3ccccc3[nH]2)cc1	-9%[76.3 µM]
O=C(O)c1ccc(S(=O)(=O)c2ccc3c(c2)C(=O)N(c2ccc(Br)cc2)C3=O)cc1	-6%
Cc1ccc(OCC(=O)Nc2ccc3c(c2)nc(CCNC(=O)c2ccco2)n3C)cc1	-7%[76.3 µM]
CCc1ccc(NC(=O)CCCc2nnc3n(CC(C)C)c(=O)c4sccc4n23)cc1	-1%[76.3 µM]
CC(C)C(NS(=O)(=O)c1ccc2c(c1)C(C)(C)C(=O)N2C)C(=O)NCc1ccc(F)cc1 (stereo not given)	-5%[76.3 µM]
Cc1ccc(N(C(=O)CNC(=O)c2ccco2)C(C(=O)NC2CCCCC2)c2cccnc2)cc1 (stereo not given)	-3%
C/C(=N\NC(=O)c1ccccc1F)c1cccc(NC(=O)c2ccc(C)cc2)c1	-1%[76.3 µM]
COc1ccc(CN2CCc3ccc(NC(=O)CCc4ccccc4OC)cc3C2)c(O)c1	-5%[76.3 µM]
COc1ccc(N(C)C(=O)C2CCN(S(=O)(=O)c3cccc4nonc34)CC2)cc1	9%
O=C(Nc1nnc(Cc2ccccc2F)s1)Nc1ccccc1F	0%[76.3 µM]
CC(NC(=O)c1cc(S(=O)(=O)N2CCOCC2)cn1C)c1ccccc1 (stereo not given)	21%[76.3 µM]
CCn1c(C(=O)N2CCC(C(=O)NCCc3ccc(C)cc3)CC2)cc2sccc21	14%[76.3 µM]
CCOC(=O)c1sc2ncn(CC(=O)Nc3cccc(C)c3)c(=O)c2c1C	12%[76.3 µM]
COc1ccccc1CN1CC(C(=O)NCCn2ccc(C)n2)CCC1=O (stereo not given)	5%[76.3 µM]
COc1ccccc1C(=O)N1N=C(c2ccc(NS(C)(=O)=O)cc2)CC1c1cccs1 (stereo not given)	3%
O=C(NCc1ccccc1)c1cccc(S(=O)(=O)N2CCCCC2)c1	-9%[76.3 µM]
CCc1nn(C(C)C(=O)N2CCN(c3cccc(C(F)(F)F)c3)CC2)c(=O)c2cc3occc3n12 (stereo not given)	-20%[76.3 µM]
CC(C(=O)N1CCN(C(=O)c2ccco2)CC1)n1sc2ccccc2c1=O (stereo not given)	-2%[76.3 µM]
O=C(O)c1c2c(nc3ccccc13)/C(=C/c1c(F)cccc1F)CCC2	-1%
COc1ccc(OCC(=O)N/N=C(\C)CC(=O)Nc2ccc(NC(C)=O)cc2)cc1	8%[76.3 µM]
C[C@@H](C(O)c1ccccc1)N(C)C(=O)CCc1ccccc1 (stereo not given in full)	22%[76.3 µM]
COc1ccc(/C=N\NC(=O)c2ccccc2[N+](=O)[O-])cc1COc1c(F)c(F)c(F)c(F)c1F	4%[76.3 µM]
COCCNC(=O)CCCn1c(SCC(=O)NCc2ccc(C)cc2)nc2c(sc3ccccc32)c1=O	17%[76.3 µM]
CCc1ccccc1NC(=O)C/C(C)=N/NC(=O)COc1ccccc1C	-9%
CC(C)CN(C(=O)C1CSC2(C)CCC(=O)N12)c1c(N)n(Cc2ccccc2)c(=O)[nH]c1=O (stereo not given)	-8%[76.3 µM]
CCc1ccccc1NC(=O)NNS(=O)(=O)c1cc(C)ccc1C	-1%[76.3 µM]
Oc1ccc(-c2cn3ccccc3n2)cc1O	?
CCN(CC)C(=O)Cn1cc(S(=O)(=O)CC(=O)NCc2ccccc2)c2ccccc21	3%[76.3 µM]
CC(C)CCNC(=O)c1cc2c(=O)n3ccccc3nc2s1	-5%
CCCOc1ccc(C(=O)NCC(c2ccc(OC)cc2)N2CCCCC2)cc1 (stereo not given)	16%[76.3 µM]
Cc1ccc(CNc2nc(-c3cccnc3)nc3ccccc23)cc1	-3%
COc1cc(C(c2nnnn2C2CCCC2)N2CCN(C(=O)c3ccco3)CC2)cc(OC)c1OC (stereo not given)	0%[76.3 µM]
CCC(NC(=O)c1cc(COc2ccc(C)nc2)on1)c1ccc(C)cc1 (stereo not given)	3%[76.3 µM]

More results:
SMILES	GAA glycogen mod
COc1ccc(C2=C(Nc3ccc(Br)c(C)c3)c3ccccc3C2=O)cc1	-21%[76.3 µM]
Cc1cc(=O)oc2cc(OCC(=O)N3CCN(c4ccc(F)cc4)CC3)c(Cl)cc12	-2%[76.3 µM]
O=C(Nc1ccc(F)cc1)[C@H](CSCc1ccccc1)N1Cc2ccccc2C1=O	9%[76.3 µM]
CCCn1c(Oc2ccccc2)nc2c1c(=O)n(C)c(=O)n2C	-5%[76.3 µM]
O=C(Nc1ccc(Cn2ccnc2)cc1)c1cccc(C(F)(F)F)c1	-4%[76.3 µM]
COCCCN1C(=O)C(=O)/C(=C(/O)c2ccc(S(=O)(=O)N3CCOCC3)cc2)C1c1ccc(OC)cc1 (stereo not given)	-2%[76.3 µM]
CC(c1ccccc1)C(CC(=O)O)C(=O)Nc1ccc(Cl)c(Cl)c1 (stereo not given)	-4%[76.3 µM]
COc1ccc(/C=C/c2nc(C#N)c(NCc3ccc(F)cc3)o2)cc1OC	?
COc1ccc(S(=O)(=O)N(Cc2nc(-c3ccc(Cl)cc3)no2)C2CCCCC2)cc1	-12%[76.3 µM]
O=[N+]([O-])c1ccc(S(=O)(=O)NCC2CC3CCC2C3)cc1 (stereo not given)	2%
Cc1ccccc1OC(C)C(=O)NCCC1=CCCCC1 (stereo not given)	-1%[76.3 µM]
CCOc1ccc(CN(C)C(=O)CNC(=O)c2cc(OC)c(OC)c(OC)c2)cc1	0%
CCOC(=O)c1c(C)n(S(=O)(=O)c2ccc(C)cc2)c2ccc(NS(=O)(=O)c3ccc(C)cc3)cc12	7%[76.3 µM]
C=CCn1c(SCC(=O)NC)nnc1C12CC3CC(CC(C3)C1)C2	0%[76.3 µM]
Cc1nn(C(C)C(=O)NCCc2ccco2)c(=O)c2nn(-c3ccccc3)c(C)c12 (stereo not given)	-6%[76.3 µM]
COc1ccc(Br)cc1C(=O)Nc1ccc2oc(-c3cccnc3)nc2c1	-3%[76.3 µM]
COc1ccccc1C(=O)N/C(=C\c1cn(S(=O)(=O)N(C)C)c2ccccc12)C(=O)N1CCOCC1	-9%[76.3 µM]
CCOc1ccc2nc(SCC(=O)NCc3ccc(S(N)(=O)=O)cc3)[nH]c2c1	-7%[76.3 µM]
C/C(=N/NC(=O)C1CCCC1)c1ccc(NC(=O)C(F)(F)F)cc1	0%[76.3 µM]
CC(SCc1ccccc1)C(=O)Nc1ccccc1F (stereo not given)	4%[76.3 µM]
O=C(Nc1cccc(C(F)(F)F)c1)c1cc(-c2ccc(Cl)s2)nc2ccccc12	-7%[76.3 µM]
COc1ccc(/C=N/OCc2ccccc2C#N)c(OC)c1	-2%
Cc1ccccc1N(CC(=O)NCc1ccccc1)C(=O)CCC(=O)Nc1nccs1	1%
Cc1ccc(C2=NS(=O)(=O)N(C)C(C(=O)Nc3ccc4c(c3)OCO4)=C2)cc1	-3%[76.3 µM]
CCCS(=O)(=O)c1nc(S(=O)(=O)c2ccc(C)cc2)c(NCCCN2CCCC2=O)s1	3%[76.3 µM]
CC(CNc1nc2ccccc2c2nc(-c3ccccc3)nn12)c1ccccc1 (stereo not given)	5%[76.3 µM]
O=C(NCCc1ccc(F)cc1)c1cccc(NC(=O)c2ccccc2)c1	-6%[76.3 µM]
O=C1Nc2ccccc2Oc2cc(Oc3cccc(Cl)c3)ccc21	1%[76.3 µM]
Cc1ccc(S(=O)(=O)NNC(=O)Nc2cccc(F)c2)c(C)c1	0%[76.3 µM]
CCN(CC)CCNc1nc2c(c(=O)[nH]c(=O)n2C)n1CCCc1ccccc1	4%[76.3 µM]

Reformatted as a markdown table: two of the compounds above
| Molecule | GAA glycogen mod |
| --- | --- |
| Oc1ccc(-c2cn3ccccc3n2)cc1O | ? |
| CCN(CC)C(=O)Cn1cc(S(=O)(=O)CC(=O)NCc2ccccc2)c2ccccc21 | 3%[76.3 µM] |

More records follow.
SMILES	GAA glycogen mod
O=C(Cc1c(Cl)cccc1Cl)N/N=C/c1cccnc1	0%[76.3 µM]
CCC(C)(C)NC(=O)C(c1ccc(C)cc1)N(CC1CCCO1)C(=O)c1csnn1 (stereo not given)	8%[76.3 µM]
COc1ccc(CNC(=O)c2cc(-c3ccc(OC)cc3)on2)cc1	-1%[76.3 µM]
Cc1cccc(C)c1OCC(=O)Nc1c(C)nn(C)c1C	0%[76.3 µM]
Cc1cc(NC(=O)Nc2c[nH]c(=O)[nH]c2=O)ccc1Br	-4%
COc1cccc(-c2nn(C)c3sc(C(=O)NCc4ccc(OC)cc4OC)cc23)c1	13%[76.3 µM]
Cc1ccc(CNC(=O)C2CCCN2C(=O)Nc2ccc(F)cc2)cc1 (stereo not given)	0%[76.3 µM]
COCCn1c(=O)[nH]c2cc(C(=O)N3CCN(c4ccc(F)cc4)CC3)ccc2c1=O	5%[76.3 µM]
COc1ccccc1C(=O)NC(=O)COC(=O)C1CC2CCCC(C1)C2=O (stereo not given)	-3%[76.3 µM]
CCOc1ccc2c(c1)NC(c1cccs1)=NC(c1ccc(F)cc1)=N2	?

Part of the list above in order of molecular weight, high to low.
SMILES	GAA glycogen mod
COc1cccc(-c2nn(C)c3sc(C(=O)NCc4ccc(OC)cc4OC)cc23)c1	13%[76.3 µM]
CCC(C)(C)NC(=O)C(c1ccc(C)cc1)N(CC1CCCO1)C(=O)c1csnn1 (stereo not given)	8%[76.3 µM]
COCCn1c(=O)[nH]c2cc(C(=O)N3CCN(c4ccc(F)cc4)CC3)ccc2c1=O	5%[76.3 µM]
CCN(CC)CCNc1nc2c(c(=O)[nH]c(=O)n2C)n1CCCc1ccccc1	4%[76.3 µM]
COc1ccccc1C(=O)NC(=O)COC(=O)C1CC2CCCC(C1)C2=O (stereo not given)	-3%[76.3 µM]
CCOc1ccc2c(c1)NC(c1cccs1)=NC(c1ccc(F)cc1)=N2	?
O=C(NCCc1ccc(F)cc1)c1cccc(NC(=O)c2ccccc2)c1	-6%[76.3 µM]
Cc1ccc(CNC(=O)C2CCCN2C(=O)Nc2ccc(F)cc2)cc1 (stereo not given)	0%[76.3 µM]
Cc1cc(NC(=O)Nc2c[nH]c(=O)[nH]c2=O)ccc1Br	-4%
O=C1Nc2ccccc2Oc2cc(Oc3cccc(Cl)c3)ccc21	1%[76.3 µM]
Cc1ccc(S(=O)(=O)NNC(=O)Nc2cccc(F)c2)c(C)c1	0%[76.3 µM]
O=C(Cc1c(Cl)cccc1Cl)N/N=C/c1cccnc1	0%[76.3 µM]
Cc1cccc(C)c1OCC(=O)Nc1c(C)nn(C)c1C	0%[76.3 µM]

Next section:
SMILES	GAA glycogen mod
CCCCN(C(=O)CCC(=O)Nc1cc(C)on1)C(C(=O)NC1CCCC1)c1ccc(OCC)cc1 (stereo not given)	-1%
CCOc1ccc(NC(=O)c2cc3c(-c4ccccc4F)nn(C)c3s2)cc1	-3%[76.3 µM]
N/C(=N\OC(=O)c1cccc(F)c1)c1cccc([N+](=O)[O-])c1	-3%[76.3 µM]
Cc1cccc(-c2cc(C(=O)Nc3c(C)n(C)n(-c4ccccc4)c3=O)c3ccccc3n2)c1	-1%[76.3 µM]
CCn1cc(C(=O)N(C)Cc2ccccc2)c(=O)c2cc(S(=O)(=O)N3CCc4ccccc4C3)ccc21	10%[76.3 µM]
O=C(CSc1ccc(-c2cccs2)nn1)Nc1cccc(F)c1	14%[76.3 µM]
Cc1ccc2nc(C)cc(N/N=C/c3ccccc3O)c2c1	12%[76.3 µM]
COc1ccccc1NC(=O)CCc1nnc2ccc(N3CCCCC3)nn12	-3%[76.3 µM]
S=C(Nc1cc(Cl)ccc1Oc1ccccc1)N1CCN(c2ccccn2)CC1	-1%
COc1ccccc1N(Cc1ccccc1)S(=O)(=O)c1cccc(C(=O)Nc2ccccn2)c1	-15%[76.3 µM]
O=C(c1ccc2c(c1)N(Cc1ccc(Cl)cc1)C(=O)c1ccccc1S2(=O)=O)N1CCCCC1	-9%[76.3 µM]
O=C(Nc1ccccc1F)c1nc(S(=O)(=O)Cc2ccccc2F)ncc1Cl	9%[76.3 µM]
CCC12CN3CC(CC)(CN(C1)C3c1cc(Br)ccc1OC)C2=O (stereo not given)	-2%[76.3 µM]
COc1ccc(-c2noc(N3CCC(C(=O)Nc4ccc(OC)cc4OC)CC3)n2)cc1	-6%[76.3 µM]
CCCc1nnc(NC(=O)c2cc3ccccc3o2)s1	1%

Only part of the results is shown; count on the stated rates, not on these rows.
